# SUMO1 PPI mod: alters human SUMO1 binding to SIM partners; SUMO1 binding to a labelled peptide, TR-FRET, 1 h; inhibition, % at 20 µM; actives 0.33% (n = 360,000); AID 602429; in the data active means inhibition above about 37%
# Target sequence (P63165 whole entry, looked up): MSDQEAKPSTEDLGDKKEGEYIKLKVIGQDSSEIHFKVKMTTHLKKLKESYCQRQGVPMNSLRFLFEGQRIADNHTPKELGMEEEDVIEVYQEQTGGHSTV
# Rpn11 inh: Rpn11 (human) deubiquitinase inhibition; calls only at 20 µM; O00487; actives 0.59% (n = 360,000); human 26S proteasome, Ub4-pepOG fluorescence polarization; 20S core pre-blocked with epoxomicin;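 active means inhibition at 20 µM, scaled to each plate's controls, above about 33%, limit read from the data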
# Tb MetRS inh: blocks T. brucei methionyl-tRNA synthetase activity; inhibition, % at 11.9 µM; purified T. brucei MetRS, ATP depletion, Kinase-Glo luminescence; actives 0.4% (n = 360,000); AID 624268;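 active means inhibition above a per-plate cutoff of the control wells' mean inhibition plus 3 SD, cut at about 5.5% in these data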;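 further: 0% = DMSO wells median and 100% = median of wells with control inhibitor compound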
#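 System: purified T. brucei MetRS enzyme / Detection: Kinase-Glo luciferase luminescence reporting remaining unconsumed ATP / Medium: HEPES buffer with MgCl2, KCl, DTT, spermine, BSA, pyrophosphatase / Replication: singlicate, one well per compound / Evaluation: percent inhibition relative to median high and low control wells / Schedule: 2 h aminoacylation at 25 °C after 15 min preincubation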
# STEP inh: inhibitors of human striatal-enriched phosphatase STEP; inhibition, % at 20 µM; recombinant STEP, OMFP fluorogenic substrate, fluorescence; actives 0.25% (n = 360,000); AID 588621;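 active means inhibition at 20 µM, scaled per plate between control wells, above about 37%, limit read from the data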;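 further: 0% = DMSO with enzyme and substrate and 100% = substrate only without enzyme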
# Target sequence (P54829 whole entry, looked up): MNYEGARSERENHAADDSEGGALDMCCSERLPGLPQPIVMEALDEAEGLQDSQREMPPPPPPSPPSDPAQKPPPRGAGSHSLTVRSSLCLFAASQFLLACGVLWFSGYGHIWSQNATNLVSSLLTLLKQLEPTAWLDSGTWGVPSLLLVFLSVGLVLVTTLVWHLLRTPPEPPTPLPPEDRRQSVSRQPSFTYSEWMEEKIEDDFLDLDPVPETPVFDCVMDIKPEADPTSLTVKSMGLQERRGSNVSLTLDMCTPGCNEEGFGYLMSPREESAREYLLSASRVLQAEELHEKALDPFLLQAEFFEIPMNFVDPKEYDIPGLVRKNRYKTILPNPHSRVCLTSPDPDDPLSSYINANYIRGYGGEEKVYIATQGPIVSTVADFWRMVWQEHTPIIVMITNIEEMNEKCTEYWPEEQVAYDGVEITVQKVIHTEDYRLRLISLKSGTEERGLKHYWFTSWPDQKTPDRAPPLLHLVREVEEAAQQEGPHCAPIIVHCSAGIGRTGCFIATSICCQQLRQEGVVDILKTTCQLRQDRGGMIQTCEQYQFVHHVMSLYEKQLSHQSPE
#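 System: STEP phosphatase, cell-free reaction; Buffer or medium: Bis-Tris pH 6.0 buffer with DTT, detergent; Incubation: 20 min at room temperature, dark; Measured by: fluorescence, 480/540 nm.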
# Scp-1 inhibitor: blocks human Scp-1 phosphatase activity; Q9GZU7; Recombinant Scp1, phosphopeptide, malachite green phosphate absorbance; inhibition, % at 20 µM; actives 0.88% (n = 340,000); AID 493091;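 active means inhibition above about 50% at 20 µM, limit read from the data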;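 further: plate controls were DMSO wells with enzyme for no effect and wells lacking enzyme for full effect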
# Target sequence (Q9GZU7 76-261 limits assumed): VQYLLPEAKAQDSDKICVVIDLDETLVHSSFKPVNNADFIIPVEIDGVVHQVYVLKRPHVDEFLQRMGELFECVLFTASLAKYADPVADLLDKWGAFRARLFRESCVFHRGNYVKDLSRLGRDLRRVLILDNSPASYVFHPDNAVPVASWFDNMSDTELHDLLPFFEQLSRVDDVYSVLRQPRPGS
#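 Material – SCP-1 phosphatase catalytic domain, residues 76-261 · Buffer or medium – Acidic Tris acetate buffer with magnesium and detergent · Also added – Phospho 17-mer peptide substrate · Compound – single 20 µM dose, 1% DMSO · Times – 45 min room-temperature reaction, 5 min colour, 30 min stabiliser · Technique – Phosphate-binding colour reagent, absorbance read at 630 nm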
# CSN deneddyl inh: blocks human CSN-mediated cullin deneddylation | Q92905 | inhibition, % at 12.5 µM | AID 651999 | Purified CSN, SCF-Nedd8-OG deneddylation, fluorescence polarization | actives 0.38% (n = 360,000);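 active means pattern-corrected inhibition above about 35%, with an unprinted fluorescence ratio check between 0.5 and 1.5, limit read from the data, passing the limit was not always enough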;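 further: 0% = enzyme with substrate and 100% = substrate without enzyme; some results filed as inactive read as strong as hits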
#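 test system = HEK293T-derived human Csn5 enzyme | amount = 0.24 nM Csn5 enzyme, final concentration | medium = Tris/NaCl/DTT buffer, pH 7.5 | schedule = 90 min reaction at room temperature | signal = FP | evaluation = inhibition of Csn5 cleavage, % | compound dosing = single dose of 12.5 µM compound with 0.25% DMSO | probe or stimulus = 10 nM SCFSkp2-Nedd8OG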
# LMPTP inh: LMPTP (human) inhibition; P24666; recombinant LMPTP-A, OMFP fluorogenic substrate, fluorescence intensity; inhibition, % at 20 µM; actives 0.22% (n = 360,000); AID 651560;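 active means compounds that cut the enzyme signal by at least half of the control window in the single-dose screen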;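 further: plate controls were DMSO wells with enzyme plus substrate for no effect and substrate without enzyme for full effect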
# Target sequence (P24666 whole entry, looked up): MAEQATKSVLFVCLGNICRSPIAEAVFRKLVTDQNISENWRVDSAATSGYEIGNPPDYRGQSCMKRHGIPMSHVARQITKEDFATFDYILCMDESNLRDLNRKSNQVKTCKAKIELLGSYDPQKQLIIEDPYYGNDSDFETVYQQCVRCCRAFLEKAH
#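 Assay system: LMPTP-A, protein tyrosine phosphatase of low molecular weight / Medium: pH 6.0 Bis-Tris buffer with DTT and Triton X-100 / Schedule: 50 min enzyme reaction at room temperature, protected from light / Measured by: endpoint fluorescence intensity from OMFP dephosphorylation / Read-out basis: % inhibition relative to no-enzyme and uninhibited control wells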
# NadD inh: inhibitors of Staphylococcus aureus NadD; purified NadD enzyme, colorimetric absorbance read-out; inhibition, % at 20 µM; actives 0.78% (n = 360,000); AID 602399; in the data active means inhibition above about 26%; further: some compounds past the cut are filed as inactive
# MsrA inhibitor: inhibitors of bovine MsrA; purified bovine MsrA, absorbance read-out; inhibition, % at 15.5 µM; actives 0.75% (n = 360,000); in the data active means inhibition above about 4.5%;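 further: 0% = vehicle wells with enzyme and 100% = reference inhibitor wells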
# DNMT1 block: DNMT1 (human) enzyme inhibition | P26358 | DNMT1 molecular beacon, Hinp1I cleavage, fluorescence | inhibition (reported as % activation of signal), % at 10 µM | actives 0.83% (n = 360,000); in the data active means inhibition above about 50%
# Active calls of the source: *; i = inactive; · = not tested or not shown. Not a hit list (roughly 3.9% active in at least one column).
SMILES,SUMO1 PPI mod,Rpn11 inh,Tb MetRS inh,STEP inh,Scp-1 inhibitor,CSN deneddyl inh,LMPTP inh,NadD inh,MsrA inhibitor,DNMT1 block
Cc1ccccc1C(=O)Nc1ccc(C(=O)N/N=C/c2ccccn2)cc1,-8,i,-0.6,2,-7,-3,-1.1,-5,1.4,-1
Nc1nnc(SCC(=O)Nc2cccc(S(=O)(=O)N3CCOCC3)c2)s1,1,i,-0.1,-2,-3,3,-0.1,-1,-0.5,-1
Fc1cccc(/C=N/N=C/c2cccc(F)c2)c1,-1,i,-0.5,-2,-8,-1,0.1,-9,0.5,-1
COc1cccc(-c2cccc3c2NC(=O)C3(C)Cc2cccc(F)c2)c1 (stereo not drawn),4,i,-0.8,3,·,0,2.4,-3,0.7,-6
CN(Cc1ccccc1)c1ccc(C(CC(N)=O)NC(=O)c2ccccc2)cc1[N+](=O)[O-] (stereo not drawn),-32,i,-0.1,0,-3,0,0.1,-5,-0.9,-4
COc1ccc(OC)c(S(=O)(=O)N2CCN(Cc3ccccc3)CC2)c1,0,i,0.5,-1,-12,-4,-0.9,8,-0.3,2
CC/C(=N\O)c1c(O)c2c(n(-c3ccccc3)c1=O)CCCC2,-1,i,0.2,-1,-4,-2,-2.6,-3,0.7,6
O=C(O)c1ccc(N2C(=O)c3ccccc3C2=O)cc1[N+](=O)[O-],-28,i,-0.3,-3,·,-2,-1.3,-2,0.8,-2
CC1(C(=O)Nc2cccc(Oc3ccccc3)c2)CCN1Cc1ccccc1Cl (stereo not drawn),-1,i,0.2,3,·,5,2.1,0,0.7,12
O=C(COC(=O)c1ccc(Cl)cc1O)Nc1cccnc1Cl,2,i,-0.7,-1,3,-4,-1.1,0,0.6,0
CC12CCCC(CC(=O)O)(C1)NC(=O)C2 (stereo not drawn),2,i,-0.6,-3,-1,3,1.1,-1,-0.6,5
CNc1ccc(-c2cccc(C#N)c2)cn1,2,i,-0.3,3,·,-2,0.2,1,-0.3,-1
COc1cccc(NC(=O)N2CCCC(C(=O)NC3CCCCC3C)C2)c1 (stereo not drawn),2,i,0.7,0,-7,3,-0.4,6,-0.2,1
CC(=O)c1ccc(NS(=O)(=O)c2ccc(N/C=C/C(=O)c3ccc(F)cc3)cc2)cc1,-5,i,-0.3,2,-8,2,5.2,22,1.8,-7
O=C(O)c1ccc(/C=N/NC(=O)c2cc(-c3ccc4c5c(cccc35)CC4)n[nH]2)cc1,15,i,-0.4,52*,76*,11,4.7,28*,4.5,1
CCOc1ccc(/C=N/NC(=O)c2[nH]ncc2Br)c(O)c1,-3,i,-1.5,0,-9,-17,0.6,5,3.8,-2
CC1CCc2cc(F)ccc2N1C(=O)CSc1nnc2c(n1)[nH]c1ccccc12 (stereo not drawn),6,i,0.8,-3,-1,3,1.5,9,1.7,-5
CC(=O)NC(CCCCNC(=S)NC1CCCCC1)C(=O)O (stereo not drawn),-1,i,-0.4,0,0,-2,-0.5,0,0.4,1
CCC(C(=O)NC1CCCCCC1)n1nc(C)n2c(cc3occc32)c1=O (stereo not drawn),-5,i,0.9,0,-6,-6,0.7,3,-0.1,1
O=C(COc1ccc2c3c(c(=O)oc2c1)CCC3)Nc1ccc(CN2CCOCC2)cc1,-3,i,0.2,-1,3,4,18,0,0.0,12
COc1ccccc1C(CNC(=O)c1cccc(S(=O)(=O)Nc2ccc(C)cc2)c1)N(C)C (stereo not drawn),-46,i,-0.7,-2,-8,5,-8.8,-2,-0.3,-4
O=C(c1cc2c(c(-c3cccc(-c4ccc(F)cc4)c3)n1)[C@H](CCO)N(C(=O)c1ccc3c(c1)OCO3)C2)N1CCOCC1,-3,·,-0.4,·,·,-5,1.0,-3,-0.8,·
Cc1ccccc1NC(=S)NC1(C)CCS(=O)(=O)C1 (stereo not drawn),-3,i,0.4,2,-4,-18,-0.2,-2,-0.6,2
CCC(C(=O)Nc1ccccc1Cl)n1nc(C)c2c(C)n(-c3ccccc3)nc2c1=O (stereo not drawn),1,i,-0.4,4,3,-5,-0.7,1,0.3,0
Cc1cc(NC(=O)CN2C(=O)NC(C)(CCc3ccccc3)C2=O)no1 (stereo not drawn),0,i,-0.9,-1,-7,5,-1.0,-1,-0.1,-4
Cc1cc(SCC(=O)OCC(=O)c2c(N)n(C)c(=O)n(C)c2=O)c(C)cc1Br,17,i,0.2,3,-10,-7,1.2,-9,0.3,8
Cc1[nH][nH]c(=O)c1C,0,i,-0.5,0,-2,3,-2.3,-1,-0.6,3
Cn1c(N)c(C(=O)CSc2nnnn2-c2ccccc2)c(=O)n(C)c1=O,2,i,0.1,10,32,-1,0.7,-6,3.8,7
CN(CC(=O)Nc1ccc(F)c(F)c1F)C(=O)C1=COCCO1,1,i,0.1,-2,4,-5,-0.4,3,-0.9,0
Cc1cnc(C(=O)OCC(=O)N2CCC(C)CC2)cn1,4,i,-0.6,-3,10,-3,-1.4,9,2.2,2

# An excerpt of the results above, for reference:
SMILES,SUMO1 PPI mod,Rpn11 inh,Tb MetRS inh,STEP inh,Scp-1 inhibitor,CSN deneddyl inh,LMPTP inh,NadD inh,MsrA inhibitor,DNMT1 block
Cc1ccccc1C(=O)Nc1ccc(C(=O)N/N=C/c2ccccn2)cc1,-8,i,-0.6,2,-7,-3,-1.1,-5,1.4,-1
Nc1nnc(SCC(=O)Nc2cccc(S(=O)(=O)N3CCOCC3)c2)s1,1,i,-0.1,-2,-3,3,-0.1,-1,-0.5,-1
Fc1cccc(/C=N/N=C/c2cccc(F)c2)c1,-1,i,-0.5,-2,-8,-1,0.1,-9,0.5,-1
COc1cccc(-c2cccc3c2NC(=O)C3(C)Cc2cccc(F)c2)c1 (stereo not drawn),4,i,-0.8,3,·,0,2.4,-3,0.7,-6
CN(Cc1ccccc1)c1ccc(C(CC(N)=O)NC(=O)c2ccccc2)cc1[N+](=O)[O-] (stereo not drawn),-32,i,-0.1,0,-3,0,0.1,-5,-0.9,-4
COc1ccc(OC)c(S(=O)(=O)N2CCN(Cc3ccccc3)CC2)c1,0,i,0.5,-1,-12,-4,-0.9,8,-0.3,2
CC/C(=N\O)c1c(O)c2c(n(-c3ccccc3)c1=O)CCCC2,-1,i,0.2,-1,-4,-2,-2.6,-3,0.7,6
O=C(O)c1ccc(N2C(=O)c3ccccc3C2=O)cc1[N+](=O)[O-],-28,i,-0.3,-3,·,-2,-1.3,-2,0.8,-2
CC1(C(=O)Nc2cccc(Oc3ccccc3)c2)CCN1Cc1ccccc1Cl (stereo not drawn),-1,i,0.2,3,·,5,2.1,0,0.7,12
O=C(COC(=O)c1ccc(Cl)cc1O)Nc1cccnc1Cl,2,i,-0.7,-1,3,-4,-1.1,0,0.6,0
CC12CCCC(CC(=O)O)(C1)NC(=O)C2 (stereo not drawn),2,i,-0.6,-3,-1,3,1.1,-1,-0.6,5

# More results:
SMILES,SUMO1 PPI mod,Rpn11 inh,Tb MetRS inh,STEP inh,Scp-1 inhibitor,CSN deneddyl inh,LMPTP inh,NadD inh,MsrA inhibitor,DNMT1 block
Cc1ccc(S(=O)(=O)N(C)c2ccc(OCC(=O)OCc3cccc(Br)c3)cc2)cc1,4,i,0.3,3,-10,3,3.1,4,1.5,0
COc1ccc(Cl)cc1N1CC(c2nc3ccccc3[nH]2)CC1=O (stereo not drawn),-3,i,5.7*,0,-13,2,-0.8,2,-0.4,3
O=S(=O)(c1ccc(OCC(O)CN2CCC(Cc3ccccc3)CC2)cc1)N1CCOCC1 (stereo not drawn),0,i,-0.5,-2,7,5,0.8,-3,0.0,3
COc1cc(OC)nc(Oc2ccccc2C(=O)Oc2ccc(Cl)cc2)n1,-1,i,-0.1,1,-14,-1,3.6,-8,0.8,7
CC(C)(C)C(O)(CC#CCN1CCCC1)c1ccccc1 (stereo not drawn),7,i,-0.6,-3,-6,0,-2.1,-10,0.5,-1
CCOC(=O)c1cnn(Cc2ccc(C)cc2)c1N,4,i,0.1,0,-2,1,1.3,6,0.2,3
Cc1c(C#N)c2ccccc2n1CC(=O)NCC1CCCO1 (stereo not drawn),-2,i,-1.2,-12,-6,-2,-1.5,3,-0.1,0
Cc1ccc2c(c1)N(C(=O)CSc1nncn1C)C(C)(C)c1ssc(=S)c1-2,-30,i,-1.1,2,8,-1,-0.9,9,1.9,1
COc1cnc(N(C)C)nc1Sc1ccc(Cl)cc1,-3,i,0.1,-1,-2,3,2.4,9,-1.0,-7
Cc1nn(CCCC(=O)NCc2ccco2)c(=O)c2nn(-c3ccccc3)c(C)c12,-1,i,0.2,0,-2,-7,-1.0,-2,-0.3,2
COc1ccc(NC(NC(=O)c2cccnc2)C(Cl)(Cl)Cl)cc1 (stereo not drawn),-2,i,-0.5,2,-4,-6,1.2,2,0.5,-2
COC(=O)Cn1c(CN2CCOCC2)nc2c1c(=O)n(C)c(=O)n2C,5,i,0.6,4,-7,2,-0.9,-1,-0.3,4
C/C(=N\NC(N)=O)C1(C)CCCCC1,-1,i,-0.2,2,1,4,0.2,-1,-1.3,2
Cc1cc2nc(-c3ccco3)c(CC(C)(C)C)n2c(C)c1Br,2,i,-0.3,-2,·,6,3.2,7,0.1,26
COc1ccccc1NS(=O)(=O)c1ccc(C(=O)NCC(c2ccco2)N2CCCCC2)cc1 (stereo not drawn),-2,i,0.0,-1,-6,-4,5.2,-8,0.0,-2
O=C(NC(=S)Nc1ccccc1Cl)c1cncc(Br)c1,1,i,-0.5,-1,-12,0,2.6,-3,-0.6,-3
O=C(COC(=O)COc1ccc2ccccc2c1)NCC(F)(F)F,-2,i,0.0,0,-4,-8,-1.0,-6,-1.1,-4

# Compound activity (PubChem)
